Screening results from PubChem BioAssay.
EPAC1 antagonist – EPAC1 (human) antagonism; EPAC1 GEF assay, Rap1b-BODIPY-GDP exchange fluorescence; Potency, µM (series often up to 115 µM), without a hit: at the highest dose activity change, negative = inhibition, hits mostly inhibitors; AID 720709; O95398; 360,000 compounds, 0.14% hits;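 also: potency is read from the fitted curve at half-maximal effect; plate controls were vehicle for no effect and positive control for full effect; nearly all actives have a fitted effect of over 50% in size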
Target sequence (O95398 whole entry, looked up): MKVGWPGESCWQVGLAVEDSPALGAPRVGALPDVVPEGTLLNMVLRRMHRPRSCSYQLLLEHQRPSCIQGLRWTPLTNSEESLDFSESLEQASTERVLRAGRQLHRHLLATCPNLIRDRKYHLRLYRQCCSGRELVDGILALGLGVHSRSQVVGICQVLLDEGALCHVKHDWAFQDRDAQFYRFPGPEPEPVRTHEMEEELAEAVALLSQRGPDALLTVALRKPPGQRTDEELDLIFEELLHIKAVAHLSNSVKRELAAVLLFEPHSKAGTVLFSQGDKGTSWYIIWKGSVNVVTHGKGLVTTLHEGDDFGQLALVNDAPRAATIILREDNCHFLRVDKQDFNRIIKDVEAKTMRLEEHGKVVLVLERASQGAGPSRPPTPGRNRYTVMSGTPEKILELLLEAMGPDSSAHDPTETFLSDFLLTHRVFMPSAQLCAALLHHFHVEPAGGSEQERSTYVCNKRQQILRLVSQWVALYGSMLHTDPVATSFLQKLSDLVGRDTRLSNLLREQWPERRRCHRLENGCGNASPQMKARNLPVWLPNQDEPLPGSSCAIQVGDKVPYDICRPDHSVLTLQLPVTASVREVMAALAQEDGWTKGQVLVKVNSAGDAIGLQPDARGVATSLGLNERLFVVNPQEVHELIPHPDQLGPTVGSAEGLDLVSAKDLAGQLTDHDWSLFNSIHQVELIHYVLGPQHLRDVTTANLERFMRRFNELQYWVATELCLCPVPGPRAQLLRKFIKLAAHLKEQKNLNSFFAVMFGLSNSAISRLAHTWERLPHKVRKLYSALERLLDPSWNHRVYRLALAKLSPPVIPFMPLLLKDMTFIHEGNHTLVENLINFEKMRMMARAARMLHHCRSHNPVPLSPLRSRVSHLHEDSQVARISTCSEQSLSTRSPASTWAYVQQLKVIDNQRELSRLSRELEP
EPAC1 agonist – EPAC1 (human) agonism. 360,000 compounds, 0.073% hits. O95398. Potency, µM (top dose mostly 154 µM), without a hit: at the highest dose activation, most hits filed as activators. EPAC1 agonist qHTS, biochemical assay; response scale: 100% = response to 6.5 mM cAMP; also: potency is read from the fitted curve at half-maximal effect; nearly all actives have a fitted effect of over 60% in size
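Compounds were pinned as a concentration titration into mixtures of EPAC1 (100 nM), BODIPY-GDP-loaded Rap1B (250 nM) and GDP (50 uM). After 5 min at room temperature, fluorescence was followed for 30 min; activity was scaled to 6.5 mM cAMP.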
Abeta yeast res – A-beta toxicity reversal in yeast; yeast expressing A-beta42, growth rescue, OD600, 48 h; response scale: 0% DMSO, 100% iron-clioquinol control; AID 1347071; 410,000 compounds, 0.063% hits; Potency, µM (titrated, usually from 46.1 µM), inactives show top-dose growth rescue, actives largely listed as activators; also: potency is read from the fitted curve at half-maximal effect; nearly all actives have a fitted effect of over 55% in size
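Yeast A-beta toxicity model in growth medium with pinned compounds, 48 h at 30 C; growth read as absorbance at 600 nm. Normalized to FeCl3/clioquinol equimolar mix (positive) and DMSO (negative).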
IL2 activator – activators of IL-2; 360,000 compounds, 0.065% hits; activation, % (series mostly up to about 46 µM); IL-2 activation reporter assay, cell-based qHTS; stimulated with anti-CD3/CD4/CD28 beads; in transgenic mouse T cells; in the data active = activation above about 50%; inconclusive = mostly about 30% to 49%; also: 0% is about no effect
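Quantitative HTS in unstimulated transgenic mouse T cells, with memory T cells as non-tolerant control and PMA/ionomycin as tolerance-bypass control. Compound pretreatment lasted 60 minutes before 18 h bead stimulation; EGFP/DsRed fluorescence read.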
aSyn rescue – alpha-synuclein toxicity inhibition in yeast; 370,000 compounds, 0.14% hits; Potency, µM (titrated, usually from 46.1 µM), for inactives: at the highest dose growth rescue (activation), usual class: activators; Yeast expressing alpha-synuclein, growth rescue, BacTiter-Glo, 24 h; AID 652106; also: potency is read from the fitted curve at half-maximal effect; % of control where 0% means no effect; nearly all actives have a fitted effect of over 65% in size
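Rescue of yeast growth: cells expressing toxic alpha-synuclein, induced in galactose at OD600 0.02, incubated with compound 24 h at 30 C. ATP luminescence quantified growth; inhibitors of toxicity appear as activators.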
FUS suppressor – suppressors of FUS proteinopathy in yeast; Potency, µM (highest dose often 76.6 µM), for the others: at the top dose growth rescue (activation), hits mostly activators; S. cerevisiae FUS-expressing, growth rescue, OD600, 24 h; 390,000 compounds, 0.24% hits;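 also: potency is read from the fitted curve at half-maximal effect; plate controls were DMSO vehicle for no effect and reference control for full effect; nearly all actives have a fitted effect of over 55% in size; some results filed as inactive show a strong effect at the top dose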
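Yeast FUS proteinopathy model; galactose-induced FUS (2%), starting OD 0.005. Cpds in dilution series, 24hr, 30C, 99% humidity. Abs 600 nm growth. Pos ctrl CP55940 (top 92uM final); neg ctrl DMSO.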
PLK1 PBD inh – PLK1 (human) polo-box domain binding inhibition. P53350. Plk1 PBD binding of FITC phosphopeptide, fluorescence polarization. Potency, µM, without a hit: max response, negative = inhibition, actives largely listed as inhibitors. 360,000 compounds, 2.8% hits. AID 720504; also: potency is read from the fitted curve at half-maximal effect; series mostly up to about 57 µM; % is scaled to controls: 0 for no effect and ±100 for the full control effect; nearly all actives have a fitted effect of over 65% in size
PI5P4K alpha inh – PI5P4K alpha (human) kinase inhibition; P48426; PI5P4Kalpha enzyme, ADP-Glo luminescence, 60 min; active compounds read low; max response, %; 330,000 compounds, 1.2% hits; active = max response of -50% or lower; inconclusive = between -30% and -50%; inactive = -30% or higher; also: value at the top dose of about 77 µM; % is scaled to controls: 0 for no effect and ±100 for the full control effect
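Controls without substrate or without enzyme flank wells where PI5P4Kalpha converts substrate using 5 microM ATP (final). Incubation lasts 60 minutes at room temperature; ADP formed is read by ADP-Glo luminescence.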
WRN helicase inh – inhibitors of human WRN helicase; WRN helicase unwinding, fluorescent forked duplex, kinetic; Q14191; Potency, µM (doses to about 114 µM), inactives show at the highest dose activity change, negative = inhibition, actives largely listed as inhibitors; 360,000 compounds, 0.46% hits; AID 651768; also: potency is read from the fitted curve at half-maximal effect; % is scaled to controls: 0 for no effect and ±100 for the full control effect; nearly all actives have a fitted effect of over 55% in size
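WRN at 20 nM final preincubated with compound 15 min at room temperature; reaction started with 100 nM fluorophore/quencher forked duplex oligonucleotide and 2 mM ATP final. Unwinding followed kinetically by red fluorescence (ex 525, em 598 nm).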
An asterisk follows results filed as active; ? = inconclusive; . = no result given; & = joins results of further samples; [ ] = another dose, or the depositor's remark. Unless noted, calls follow the shape of the dose curve; as a rule, active = well fitted curve in the direction sought with a large enough effect; inconclusive = small, poorly fitted or top-dose-only effect, or another doubt; inactive = no such curve, though single readings can be large; an effect the other way counts as inactive or inconclusive.

Results follow in this order: EPAC1 antagonist | EPAC1 agonist | Abeta yeast res | IL2 activator | aSyn rescue | FUS suppressor | PLK1 PBD inh | PI5P4K alpha inh | WRN helicase inh
Cc1noc(C)c1CSc1nnc(-c2ccncc2)n1-c1ccc(Cl)c(Cl)c1
  7% | 7% | 0% | 7.7 | 1% | 8% | -8% | -2 | -19%
Cc1cccc(NC2=CC(=O)CC(C)(C)C2)c1C
  -4% | -11% | 13% | 1.9 | 5% | -36% | -5% | 12 | -6%
COc1ccc(N2CCN(C(=O)C(Cc3ccccc3)n3cccc3)CC2)cc1 (stereo not given)
  -10% | 2% | 16% | -0.8 | 0% | 35% | -3% | 0 | -6%
COC(=O)c1cc(N2CCN(C)CC2)nc2ccccc12
  13% | 20% | -4% | 0.9 | 5% | -9% | -21% | -4 | -1%
O=C(CN1C(=O)c2ccccc2C1=O)c1ccccc1
  15% | -3% | 15% | -2.4 | -8% | -21% | 3% | -10 | 2%[57.1 µM]
Cc1cccc(OCC(=O)NNC(=O)c2ccccc2OCc2c(C)noc2C)c1
  1% | 10% | 19% | 0.5 | -8% | -4% | -9% | 3 | 1%
Cc1ccc(-c2ccc(CCC(=O)O)n2-c2cccc(O)c2)cc1
  9% | 1% | -17%&27% | -0.1 | -2% | ? | -10% | . | -4%
CC(CN1CCCC1)OC(=O)c1cccc(F)c1 (stereo not given)
  4% | -3% | -21% | 0.5 | -8% | -29% | 1% | 3 | 4%
CC1(C)CC(=O)c2cn3c(nc2C1)nc1ccccc13
  -2% | 5% | -9% | 0.0 | -3% | 25% | -23% | 0 | -5%
O=c1[nH]cnc2ccsc12
  -22% | -2% | -4% | -1.0 | -5% | 2% | -5% | -3 | -2%[57.1 µM]
COC(c1ccccc1)c1nnc(CCC(=O)N2CCN(Cc3cccs3)CC2)o1 (stereo not given)
  3% | -9% | 6% | -2.0 | 1% | -12% | 5% | 1 | -1%
N#C/C(=C(/O)COC(=O)c1ccc(O)cc1)c1nc2ccccc2[nH]1
  -11% | -12% | -22% | -0.8 | -10% | ? | -6% | -24 | -5%
O=Cc1nc(-c2ccc(Cl)cc2)n2ccccc12
  -10% | -2% | 12% | 0.0 | -1% | . | -5% | -3 | -20%
O=C(CN1C(=O)NC2(CCCCCC2)C1=O)N1CCN(c2ccccc2)CC1
  10% | 13% | -5% | -0.2 | 5% | 0% | -1% | 12 | -5%
COc1ccc(C(C(=O)NCCC(C)C)N(CCCO)C(=O)c2snc(C(N)=O)c2N)cc1OC (stereo not given)
  -2% | 9% | ? | 0.6 | 0% | 10% | -5% | 5 | -4%
CC(=O)N1CCN(C(=O)c2cc(-c3cccc4ccccc34)nc3ccccc23)CC1
  2% | -7% | -4% | -0.4 | 3% | 14% | 5% | -5 | -3%
CCCNC(=O)C(Cc1ccc(C(F)(F)P(=O)(OCC)OCC)cc1)NC(=O)c1ccc(C#N)cc1 (stereo not given)
  -9% | -9% | -14% | 0.1 | -2% | 6% | -15% | -4 | 9%
COc1ccc2c(c1)CCc1c(C(=O)N3CC4(C)CC3CC(C)(C)C4)noc1-2 (stereo not given)
  -5% | 13% | -6% | -3.1 | 5% | 23% | -8% | . | -14%
CCOc1cc(CO)c(Br)cc1OCC(=O)O
  9% | 3% | 9% | -0.5 | 2% | 13% | -1% | . | 5%
C[n+]1cccc(NC(=O)c2ccccc2)c1
  -17% | -7% | -5% | 0.3 | -3% | -9% | 3% | 1 | 1%
CCOC(=O)c1sc(N)nc1-c1ccccc1
  -5% | -3% | -80%[inhibitor] | -0.4 | -37%[inhibitor] | -20% | 27µM* | -3 | 2%
COc1ccccc1-c1cccc(-c2nc(C(=O)Nc3nccs3)cc3c2[C@@H](CCO)N(C(C)=O)C3)c1
  -23% | -5% | -19% | 1.8 | 15% | ? | -3% | 1 | -3%
COc1cccc2c(=O)n(CC(=O)N3CCCCCC3)ccc12
  -11% | 5% | -4% | -2.4 | ? | -33% | -3% | 1 | -5%
CC1(C)CC(CNCCC(c2ccc(F)cc2)c2ccco2)CCO1 (stereo not given)
  -13% | -2% | -4% | -0.3 | 6% | 6% | -3% | -4 | -14%
Cc1cc2oc(=O)cc(CN(C)Cc3ccccc3)c2cc1Cl
  -4% | 8% | 7% | -0.4 | 0% | 5% | -6% | 8 | -10%
COc1ccc(C(=O)Nc2ccc(N3CCN(C)CC3)cc2)cc1OC
  -29% | -12% | -4% | -1.3 | 6% | 22% | -6% | -1 | -10%[57.1 µM]
COC(=O)c1cc(NC(=O)CCc2c(C)nc3ncnn3c2C)cc(C(=O)OC)c1
  -17% | 4% | 8% | 2.5 | 2% | 2% | -8% | . | -18%
Cc1ccc(Nc2cc(C)nc3nc(C)nn23)c(C)c1
  -9% | -10% | 3% | 2.4 | 2% | -6% | -8% | -1 | -5%
C=CCN(CC=C)C(=S)NC(=O)/C=C/c1ccccc1
  11% | -5% | -22% | -0.7 | -16% | . | 15µM* | -18 | -18%
COCCN(CC(=O)Nc1cccc(C)c1C)C(=O)c1cc(-c2ccncc2)nc2ccccc12
  28% | -12% | -10% | -0.1 | 1%[1.84 µM] | 30% | 2% | -5 | 3%
Cc1cc(=O)oc2cc(NC(=O)C(CCCN=C(N)N)NC(=O)OCc3ccccc3)ccc12 (stereo not given)
  -2% | 9% | 11% | -0.4 | 22% | -13% | -6% | 8 | -3%
O=C(NN=Cc1ccc2c(c1)CCC2)c1ccccc1[N+](=O)[O-]
  8% | -10% | 9% | -2.1 | 12% | -26% | 0% | -1 | -3%
COc1ccc(/C=N/NC(=O)c2ccc(Br)o2)cc1Cn1cc([N+](=O)[O-])cn1
  1% | 2% | -1% | -1.9 | -2% | . | -2% | -6 | 10%
COc1cc2c(cc1OC)CN(C(C)C(=O)Nc1cccc(S(=O)(=O)N3CCOCC3)c1)CC2 (stereo not given)
  13% | 0% | -10% | 1.2 | -1% | 3% | 0% | 12 | 5%
Cc1cc(N2CCCC2)nc2ccc(NC(=S)NC(C)C)cc12
  7% | -17% | -15% | -3.0 | 1% | 15% | ? | -4 | 6%
CCOc1ccc(N(CC(=O)NC2CCCC2)C(=O)Cn2nnc(-c3ccc(C)o3)n2)cc1
  -22% | 6% | -8% | -0.6 | -3% | 35% | -14% | 0 | -2%
COc1ccc(NC(=O)CSc2nc(N)c(C#N)cc2C#N)cc1
  11% | 7% | -8% | -0.5 | 1% | ? | -21% | . | -29%
O=C(COC(=O)c1ccc(OC(F)F)cc1)NCCNC(=O)COC(=O)c1ccc(OC(F)F)cc1
  -20% | -20% | -6% | -3.3 | -6% | 16% | -10% | 12 | -4%
N#Cc1c2n(c3c(=O)n(Cc4ccc(Cl)cc4)cnc13)CCCCC2
  ? | 19% | 12%[9.22 µM] | -1.1 | 13% | 15% | -8% | 8 | -21%
CC1(C)Cc2c(C#N)c(N3CCN(C(=O)c4ccco4)CC3)nc(-c3ccco3)c2CS1
  ? | 12% | 10% | -3.5 | 11% | ? | -24% | . | 40µM*

Entries of single compounds, looked up by structure. Screens in order: EPAC1 antagonist	EPAC1 agonist	Abeta yeast res	IL2 activator	aSyn rescue	FUS suppressor	PLK1 PBD inh	PI5P4K alpha inh	WRN helicase inh
CC1(C)CC(CNCCC(c2ccc(F)cc2)c2ccco2)CCO1 (stereo not given) in the list: -13%	-2%	-4%	-0.3	6%	6%	-3%	-4	-14%
COc1ccc(/C=N/NC(=O)c2ccc(Br)o2)cc1Cn1cc([N+](=O)[O-])cn1 in the list: 1%	2%	-1%	-1.9	-2%	.	-2%	-6	10%

Following part:
Results follow in this order: EPAC1 antagonist | EPAC1 agonist | Abeta yeast res | IL2 activator | aSyn rescue | FUS suppressor | PLK1 PBD inh | PI5P4K alpha inh | WRN helicase inh
COc1ccc(N2CCN(CCCNC(=O)C3CCCN(S(=O)(=O)c4cnc[nH]4)C3)CC2)cc1 (stereo not given)
  -14% | 5% | -6% | 0.7 | 0% | -14% | -4% | -4 | -10%
CCOC(=O)CC1(NC(=O)C2CCC(=O)N(C3CC3)C2)CCCCC1 (stereo not given)
  8% | 10% | -5% | -1.5 | -5% | -3% | -13% | -6 | 12%
C=CCn1c(CSc2ccc(C)cc2)n[nH]c1=S
  -12% | -2% | ? | 0.6 | 0% | -18% | 2% | -5 | -4%
CC1(C(=O)NCC2CC2)Cc2c(-c3ccccc3)ccnc2O1 (stereo not given)
  -1% | 5% | 13% | -0.6 | 0% | -7% | 1% | -1 | 7%
O=C(CCCN1C(=O)c2ccccc2C1=O)Oc1ccc(Cl)cc1
  -7% | 10% | -18% | -0.4 | -1% | 16% | 0% | -10 | 8%
CCOc1ccc(-c2cc(NC(=O)Cn3ncc4c3-c3ccccc3OC4)on2)cc1OCC
  -9% | -16% | 0% | -1.2 | 1% | 8% | -4% | -2 | -7%
COc1ccc(C(=O)CCC(=O)N2CCN(c3ccc([N+](=O)[O-])cc3)CC2)cc1
  -9% | 4% | . | 0.8 | 7% | 4% | -1% | -6 | 0%
O=C(/C=C/c1cccc([N+](=O)[O-])c1)N1CCOCC1
  2% | 16% | -5% | -1.2 | -9% | -10% | -21% | -8 | -1%
CCOc1cc(/C=C/C(=O)c2ccc(O)cc2)ccc1OCC(=O)N(C)C
  -2% | 2% | 9% | 1.3 | -1% | 20% | -2% | 2 | -10%
Cc1ccc(S(=O)(=O)c2ncccc2N)cc1
  -13% | -3% | -4% | -0.5 | 4% | -25% | -16% | 5 | 1%
Cc1ccc(NC(=O)c2cc(Cl)ccc2[N+](=O)[O-])cc1C
  2% | -6% | 10% | 1.6 | 1% | . | 4% | 12 | -4%
CC(=O)c1cc2c(cc1NC(=O)CSc1nc3ccc(C)cc3[nH]1)OCO2
  -1% | 14% | 10% | -3.6 | 8% | 25% | -5% | -4 | 3%
Nc1cccc2c1C(=O)N(CCOc1ccccc1F)C2=O
  -15% | 5% | -4% | -4.5 | 0% | 15% | -28% | -15 | -7%
c1ccc(-n2c(-c3cccs3)nc3nc4ccccc4nc32)cc1
  -10% | 4% | -6% | 22 | -12% | . | -9% | -5 | -23%
